Screening data (PubChem)
KCC2 mod: KCC2 cotransporter modulators, thallium flux, primary screen, cell-based, HEK293 KCC2, FluoZin-2 fluorescence, MLSMR. KCC2 cells, thallium flux FluoZin-2 fluorescence. B-score of Tl+ flux slope (higher = more flux/activation; lower = inhibition) at 10 µM. 2.2% of 190,000 active. AID 1456, 2008;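 active = thallium flux slope and its plate-corrected score both differing from the plate sample mean at a set confidence after two filtering rounds, in either direction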;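 also: slope of fluorescence scaled to starting intensity during 10 to 20 s after thallium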
Target sequence (Q9H2X9 whole entry, looked up): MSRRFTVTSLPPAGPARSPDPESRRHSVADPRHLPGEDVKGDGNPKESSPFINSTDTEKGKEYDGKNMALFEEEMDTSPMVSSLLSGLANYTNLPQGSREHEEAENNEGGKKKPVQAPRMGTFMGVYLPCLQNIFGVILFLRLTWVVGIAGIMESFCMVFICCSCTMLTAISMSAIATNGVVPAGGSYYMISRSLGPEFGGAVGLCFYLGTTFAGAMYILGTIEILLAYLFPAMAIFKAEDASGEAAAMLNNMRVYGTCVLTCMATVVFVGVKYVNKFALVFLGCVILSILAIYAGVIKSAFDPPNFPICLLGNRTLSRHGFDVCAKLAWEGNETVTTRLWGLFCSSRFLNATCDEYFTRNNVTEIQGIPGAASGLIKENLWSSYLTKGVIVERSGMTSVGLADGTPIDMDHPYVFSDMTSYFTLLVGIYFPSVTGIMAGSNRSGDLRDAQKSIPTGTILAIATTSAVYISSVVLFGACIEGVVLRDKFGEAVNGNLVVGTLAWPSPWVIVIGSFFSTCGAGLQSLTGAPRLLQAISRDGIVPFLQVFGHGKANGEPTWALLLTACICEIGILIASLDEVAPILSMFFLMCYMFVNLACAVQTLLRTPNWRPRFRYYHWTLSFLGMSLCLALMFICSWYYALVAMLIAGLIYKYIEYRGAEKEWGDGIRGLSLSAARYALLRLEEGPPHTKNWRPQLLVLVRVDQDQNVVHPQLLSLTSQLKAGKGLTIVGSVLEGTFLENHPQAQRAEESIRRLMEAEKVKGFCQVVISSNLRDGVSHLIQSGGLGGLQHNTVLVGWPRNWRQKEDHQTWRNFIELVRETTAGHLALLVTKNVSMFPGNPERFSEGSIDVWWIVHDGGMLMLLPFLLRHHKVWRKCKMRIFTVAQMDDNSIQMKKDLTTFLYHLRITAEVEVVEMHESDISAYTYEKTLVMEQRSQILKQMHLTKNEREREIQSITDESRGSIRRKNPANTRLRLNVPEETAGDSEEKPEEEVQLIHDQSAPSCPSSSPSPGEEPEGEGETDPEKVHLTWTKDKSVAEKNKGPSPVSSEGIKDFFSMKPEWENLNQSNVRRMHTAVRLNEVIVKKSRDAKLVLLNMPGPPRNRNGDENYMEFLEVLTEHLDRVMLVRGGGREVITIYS
KLK5 inh: human KLK5 protease inhibitors, primary screen, biochemical, 1536-well; recombinant hK5, fluorogenic AMC substrate cleavage; inhibition, % at 5 µM; 0.59% of 210,000 active; AID 873, 2007;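 active = inhibition of 40% or more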;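 also: 0% = enzyme controls without compound and 100% = no-enzyme blanks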
Wee1 degr inh: Wee1 degradation inhibitors, primary screen, cell-based, HeLa, Wee1K328M-luciferase, luminescence; Wee1-like protein kinase (Homo sapiens), P30291; HeLa Luc-Wee1K328M stability; 100% = proteasome inhibitor MG132 effect; reporter increase, % at 5 µM; 1.2% of 220,000 active; AID 1321, 2008;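 active = activation above the mean of all tested compounds plus 3 SD, set per screening run, cut at about 8.8% in these data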;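 also: cells exposed to compound for 20 h before luminescence read; 0% = DMSO alone and 100% = MG132 at 30 µM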
PERK inhibitor: block of dimerizer-induced PERK translation repression, primary screen, PERK inhibitor project, CHO PERK-DD cells, SEAP luminescence, HTS; CHO PERK-DD fusion, SEAP luminescence translation reporter; Eukaryotic translation initiation factor 2-alpha kinase 3 (Homo sapiens), Q9NZJ5; 0.17% of 220,000 active; inhibition, % at 5.6 µM;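 active = inhibition above the mean inhibition of all tested compounds plus 3 SD, set separately per screening campaign, cut at about 2.9% in these data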;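 also: PERK kinase domain activated by AP20187 dimerizer at 100 nM; 0% = DMSO with dimerizer and 100% = rapamycin at 8.4 µM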
p97 ATPase inh: inhibitors of human p97 ATPase, primary screen, biochemical; 0.42% of 220,000 active; AID 1481, 2009; inhibition, % at 8 µM; recombinant p97 ATPase, Kinase-Glo ATP luminescence, 3 h; in the data active = inhibition above about 15%;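 also: 0% = DMSO vehicle and 100% = wells lacking enzyme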
Furin inh: human furin inhibitors, primary screen, biochemical, fluorescence intensity. 0.061% of 220,000 active. purified furin, fluorogenic substrate cleavage. P09958. inhibition, % at 30 µM; in the data active = inhibition above about 25%; also: inactives centre near -15
Thrombin inh: human alpha-thrombin inhibitors, primary screen, counter-screen for coagulation protease inhibitor project, biochemical, 1536-well, fluorogenic AMC substrate; Prothrombin (Homo sapiens), P00734; Boc-VPR-AMC fluorogenic substrate cleavage; inhibition, % at 5 µM; 0.26% of 220,000 active; AID 1046, 2008;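 active = inhibition at or above 40%; inactive = inhibition below 40%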;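 also: 0% = enzyme with no compound and 100% = wells without enzyme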
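Material: human alpha-thrombin enzyme / Medium: pH 7.5 Tris (50 mM) with NaCl 150 mM, Tween 20 0.05% / Compound: single-point dosing at 5 µM, 0.2% DMSO / Incubation: enzyme reaction carried out at room temperature / Detection: AMC fluorescence, 355/460 nm / Read-out basis: percent inhibition scaled between no-compound controls and no-enzyme blanks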
FXIIa inh 1536: human FXIIa protease inhibitors, primary screen, biochemical, 1536-well; Coagulation factor XII (Homo sapiens), P00748; purified FXIIa, Boc-QGR-AMC fluorogenic substrate, 2 h; inhibition, % at 5 µM; 0.3% of 220,000 active; in the data active = inhibition above about 40%;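 also: 0% = enzyme with no compound and 100% = blank without enzyme; many of its hits are not listed in these tables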
FXIa inh: human FXIa protease inhibitors, primary screen, biochemical, 1536-well; Coagulation factor XI (Homo sapiens), P03951; purified FXIa, Boc-Glu-Ala-Arg-AMC fluorogenic substrate; inhibition, % at 5 µM; 0.14% of 220,000 active; AID 798, 2007;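 active = inhibition of at least 40%; inactive = inhibition below 40%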;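 also: fluorescence of freed AMC excited at 355 nm; 0% = enzyme without compound and 100% = no enzyme blank; many of its hits are not listed in these tables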
* marks the source's active call; other numbers are inactive results; x = not tested or not shown; [ ] = dose if it differs, or a comment.

SMILES	KCC2 mod	KLK5 inh	Wee1 degr inh	PERK inhibitor	p97 ATPase inh	Furin inh	Thrombin inh	FXIIa inh 1536	FXIa inh
CCN1CCCC1CNCc1cccc(OC)c1OCc1ccccc1F (stereo unspecified)	-1.41	-18.9	-1.1	-0.9	-4.5	-15.3[20 µM]	1.2	21.6	18.9
O=C(CSc1nncc2ccccc12)N1CCOCC1	0.344	-6.9	-0.9	0.6	-3.0	-16.7	-0.5	16.3	4.1
COc1ccc(-c2ccc(CCC(=O)O)o2)cc1	0.758	1.1	-1.3	0.8	7.8	-23.4	-7.3	6.0	-5.2
NS(=O)(=O)c1ccc(NC(=S)NCc2ccc(F)cc2)cc1	0.582	-6.5	-0.3	1.1	1.6	-23.7	-1.7	5.8	-2.7
c1ccc2c(CSCCc3ccncc3)cccc2c1	-0.0362	3.4	0.6	-0.6	-7.4	-8.2[20 µM]	2.2	21.3	-12.4
CCN(CC)S(=O)(=O)c1ccc(NC(=O)COC(=O)c2ccc(-n3nc(C)cc3C)cc2)cc1	-0.235	-12.4	2.2	0.2	-0.7	-18.6[20 µM]	0.7	12.2	7.0
O=c1cc(CSc2nnc(COc3ccccc3)o2)c2ccccc2[nH]1	-0.888	-8.4	2.1	-0.1	4.7	-28.6	1.6	11.9	6.0
COc1cc(-c2nc(C)c(C(C)=O)n2O)ccc1OCC(=O)Nc1ccc(F)cc1	0.44	-6.5	2.2	0.7	0.6	-7.9	-1.8	1.2	-6.4
Cc1ccc(Cl)c(OCC(=O)Nc2ccc3c(c2)OCCO3)c1	0.0447	-2.7	7.5	-0.5	-4.0	-18.4[20 µM]	-5.4	7.8	-2.6
Cc1cc(C)cc(Oc2ccccc2/C=C\C(=O)O)c1	-2.74	6.0	0.2	0.1	0.0	-20.0[20 µM]	-5.5	-0.4	-9.3
COCCn1nnnc1C(c1cccs1)N1CCN(c2ccccc2)CC1 (stereo unspecified)	x	5.8	-2.0	-0.2	-2.6	-28.2	1.6	2.6	-3.5
COCCNC(=O)CN(C(=O)CCC(=O)Nc1ccccn1)c1ccc(F)c(Cl)c1	-1.48	0.6	-2.5	-0.8	3.7	-29.5	-5.0	9.7	5.0
CCN(CC)/C(N)=N/c1nc(C)cc(C)n1	-0.699	0.4	-4.5	0.3	-3.6	-16.2	-3.6	5.8	-0.5
CCCCn1cnc2c(c(-c3ccccc3)c(-c3ccccc3)n2Cc2ccco2)c1=N	-0.962	3.3	-0.7	-1.2	10.5	-13.6	-1.7	7.8	4.4
CN(C)c1ncnc(N(C)C)c1[N+](=O)[O-]	0.185	-8.6	5.4	0.7	-7.6	-4.5	-11.3	4.9	-3.6

Sorted by the number under p97 ATPase inh (rising): 3 from the list above
| mol | KCC2 mod | KLK5 inh | Wee1 degr inh | PERK inhibitor | p97 ATPase inh | Furin inh | FXIIa inh 1536 | FXIa inh |
| --- | --- | --- | --- | --- | --- | --- | --- | --- |
| CCN(CC)S(=O)(=O)c1ccc(NC(=O)COC(=O)c2ccc(-n3nc(C)cc3C)cc2)cc1 | -0.235 | -12.4 | 2.2 | 0.2 | -0.7 | -18.6[20 µM] | 12.2 | 7.0 |
| COc1cc(-c2nc(C)c(C(C)=O)n2O)ccc1OCC(=O)Nc1ccc(F)cc1 | 0.44 | -6.5 | 2.2 | 0.7 | 0.6 | -7.9 | 1.2 | -6.4 |
| COc1ccc(-c2ccc(CCC(=O)O)o2)cc1 | 0.758 | 1.1 | -1.3 | 0.8 | 7.8 | -23.4 | 6.0 | -5.2 |

More records follow:
SMILES	KCC2 mod	KLK5 inh	Wee1 degr inh	PERK inhibitor	p97 ATPase inh	Furin inh	Thrombin inh	FXIIa inh 1536	FXIa inh
CCNC(=S)N/N=C/c1cn(Cc2ccccc2F)c2ccccc12	0.0301	-2.6	2.7	-0.7	9.8	-16.8	-8.5	8.6	6.2
Cc1ccccc1C1CC(c2ccccc2OC(F)F)Nc2ncnn21 (stereo unspecified)	0.437	-9.0	-2.6	-0.1	0.4	-16.3	-2.5	-11.6	2.8
CC(=O)Nc1ccc(S(=O)(=O)NC2=C(N3CCN(Cc4ccccc4)CC3)C(=O)c3ccccc3C2=O)cc1	-0.869	-11.3	-0.3	-1.5	1.4	-22.0[20 µM]	-1.0	-13.2	1.2
CC(=O)c1ccccc1OC(=O)CCN1C(=O)C2C3C=CC(C4CC34)C2C1=O (stereo unspecified)	1.11	x	-1.6	2.0	4.2	-16.3	-2.5	6.5	-2.4
O=C(O)c1ccc2c(c1)C1C=CCC1C(c1ccncc1)N2 (stereo unspecified)	1.35	3.4	-0.9	1.4	6.2	-12.3	-7.5	4.2	-2.7
Cc1cccc(C)c1NC(=O)CC1SC2=NCCN2C1=O (stereo unspecified)	0.269	-9.0	2.8	1.5	0.5	-19.3[20 µM]	0.6	2.0	-14.1
CC(C)(CO)N=C1NS(=O)(=O)c2cc([N+](=O)[O-])ccc21	x	-15.4	-1.9	-0.1	0.1	-25.5	-3.7	5.9	-0.2
CCCCC(C)(O)C/C=C/[C@H]1[C@H](O)CC(=O)[C@@H]1CCCCCCC(=O)OC (stereo partly specified)	-2.35	-5.6	1.8	1.9	-1.0	-2.6	-0.1	10.1	4.5
CCN1CCN(C(=O)Cn2ncc3c2-c2ccccc2OC3)CC1	1.26	-2.2	-0.2	2.1	6.3	-5.9	-4.4	5.6	-2.5
Cc1nc2ccccc2nc1OCC(=O)Nc1cc(C(F)(F)F)ccc1N1CCOCC1	x	-0.2	-1.7	-0.4	2.4	-14.9[20 µM]	0.1	11.2	1.3
Cc1nc(C(C)NC(=O)CCc2nnc(-c3ccsc3)o2)cs1 (stereo unspecified)	0.778	x	2.0	0.6	1.2	-29.3	-1.9	9.2	1.7
S=C(NCc1ccco1)N1CCN(c2ccccn2)CC1	-1.07	-2.7	-0.1	0.4	1.8	-25.5	3.1	2.8	-4.5
CCOC(=O)c1ccccc1NC(=O)CSc1nnc(Cc2cccn2C)n1-c1ccc(C)cc1	x	10.9	0.0	-0.8	-7.9	-15.0	2.3	22.6	9.6
CC(C)N1CCC(N2CCN(Cc3ccc(-c4ccccc4Cl)o3)CC2CCO)CC1 (stereo unspecified)	1.83	1.5	1.3	1.3	3.1	-28.2	-5.1	7.8	0.1
CS(=O)(=O)N1CCC(C(=O)NCc2ccc(Cl)cc2Cl)CC1	-0.437	-1.4	2.2	0.0	-0.9	-14.8	-2.1	5.5	-10.5
Cc1ccccc1NC(=O)c1ccc(N/N=C/c2ccccc2O)c([N+](=O)[O-])c1	0.439	-1.3	-4.0	0.9	0.6	-4.4[20 µM]	1.4	13.4	-4.6
Cc1nc(CSc2nsc(C)c2C#N)cs1	-0.577	3.1	-2.1	0.9	7.9	-35.6	0.0	11.6	-0.8
C/C(=N\Nc1nc(Nc2ccccc2)nc(N2CCOCC2)n1)c1cccs1	-0.397	-0.9	-3.1	-0.6	-1.7	1.1	-14.7	3.1	-4.7
COc1cc(/C(C)=N/Nc2ccc(C(=O)O)cc2)cc(OC)c1OC	0.677	-8.6	-2.2	0.7	2.5	2.9	-8.3	-3.7	2.6
CCCCC(=O)Nc1ccc(C(=O)NNC(=O)c2ccccc2Br)cc1	x	0.8	-3.1	-0.1	6.8	-8.6	-0.4	16.3	4.2
O=C(CCCN1C(=O)/C(=C/c2ccco2)SC1=S)Nc1ccccc1C(=O)O	-2.07	-1.0	-0.8	1.0	21.7*	-10.3	-2.3	6.6	0.9
CC(C)(C)c1cc(-c2csc(Nc3ccccc3)[n+]2Cc2ccc(C(=O)O)cc2)cc(C(C)(C)C)c1O	-1.78	3.6	4.0	0.5	-1.9	-25.3	0.7	7.0	2.7
CCOC(=O)c1cc2cc(CC(=O)c3ccc(OCC)cc3O)ccc2o1	0.313	-7.3	0.1	1.4	2.9	-16.3[20 µM]	-2.5	8.0	-6.9
c1ccc(CN2CCN(c3ncccn3)CC2)nc1	0.541	x	2.9	-0.3	-7.7	-16.0	x	x	x
COC(=O)c1cc(C#N)c(SCc2ccccc2)nc1C	-0.108	-0.3	0.0	-0.3	-4.5	-5.9[20 µM]	-4.5	8.7	0.3
COn1c(-c2ccc(Cl)cc2Cl)nc2ncccc21	-1.47	-1.8	-1.8	-0.2	-3.2	-22.2	-10.9	3.7	-5.1
CCOC(=O)C1(CC2CC2)CCN(Cc2cn[nH]c2-c2ccccc2)CC1	-0.132	0.3	-3.6	-0.5	0.8	-22.8	-9.7	5.3	-1.5
C=CCNC(=O)/C(C#N)=C/c1cn(-c2ccccc2)nc1-c1cccs1	0.833	-19.2	0.9	-0.2	0.4	-17.9	-0.1	6.8	9.1
O=C(CCN1C(=O)c2ccccc2C1=O)NCCC1=CCCCC1	-0.869	5.3	-1.6	0.6	1.0	-25.7	3.7	18.6	6.3
CCOc1c(C(N)=O)cc([N+](=O)[O-])cc1[N+](=O)[O-]	0.00521	-13.2	-2.2	-0.5	9.9	-22.5	-0.8	8.9	5.2
O=C(CSc1nc(-c2ccc(F)cc2)nc2c1Cc1ccccc1O2)Nc1cccc(C(=O)O)c1	0.739	-7.7	0.4	0.6	-0.9	-28.9	-4.6	5.6	2.4
C/C(=N\NC(=O)c1c[nH]c2ccccc12)c1ccc(C)o1	x	2.0	-2.1	0.9	5.3	-19.6[20 µM]	-3.6	6.2	-0.5
COc1cc(C(C)=O)ccc1Oc1ncnc2c1cnn2-c1ccc(F)cc1	-0.963	-9.6	0.6	1.0	0.9	-24.0	-8.0	12.1	2.2
CSc1ccc(CN(C)CC(=O)Nc2c(F)cccc2F)cc1	-1.03	-3.2	3.0	-0.3	-6.9	-18.1	14.9	6.3	0.1
CCOC(=O)c1ccc(N2Cc3ccccc3C2=NC(=O)c2ccncc2)cc1	0.31	-24.6	-1.0	-0.1	-1.5	-31.3	-5.5	-1.8	1.6
O=C(O)c1cccc(S(=O)(=O)NCc2cccs2)c1	-0.266	-7.4	-1.9	0.2	3.6	-20.9	-2.9	5.2	0.1
Cn1c(=O)[nH]c(NC2CCCCC2)c([N+](=O)[O-])c1=O	-0.409	-15.7	3.4	0.7	5.6	0.6	-1.6	15.3	10.1
CCOC(=O)Cc1nnc(NC(=O)c2ncn[nH]2)s1	0.996	-135.2	-0.3	-0.5	-4.0	-7.1[20 µM]	-4.4	7.8	-6.6
CC(C)(C)C1CCC(=NNS(=O)(=O)c2ccc(Br)cc2)CC1 (stereo unspecified)	1.51	-8.3	-0.7	1.2	1.6	-25.8[20 µM]	2.3	10.0	6.6
c1coc(-c2nn3c(Cn4nnc5ccccc54)nnc3s2)c1	x	-16.4	4.4	-0.1	7.2	-11.3	-2.2	12.7	2.3
COc1ccc(CCNC(=O)C(=O)NCc2ccc(C(C)C)cc2)cc1OC	1.06	-3.0	1.5	0.4	1.6	-30.5	-5.5	4.6	-12.1
N#Cc1c(-c2cccs2)cc(-c2ccccn2)nc1N	-0.074	-2.6	1.5	-0.7	4.2	-33.7	-3.6	-1.9	-7.4
CCOc1ccc(NC(=O)NCCCSC2CCCCC2)cc1	0.49	5.4	-1.9	0.0	-6.2	-12.8[20 µM]	-0.3	12.8	7.4
